# Source: PubChem BioAssay (several laboratories)
# Dynein cargo inh = blocks dynein driven cargo transport along microtubules; 3617.4 mouse cells, GR-EGFP nuclear translocation imaging; test concentration mostly 20 µM; stimulated with dexamethasone, 1 µM; active compounds read low; z-score, hits read low; 0.47% of 220,000 active;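 active = plate z-score of nuclear minus cytoplasmic receptor signal below a set negative limit, without overly bright fluorescence or cell loss, cut at about -3.5 in these data, passing the limit was not always enough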;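 also: z-score of nuclear minus cytoplasmic ring GR-EGFP intensity difference per well; some compounds called inactive have numbers as strong as hits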
#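 Also added: dexamethasone, 1.0 µM final. Medium: tet-free, stripped-serum medium. Detection: fixed, Hoechst-stained cells imaged at 10x for EGFP. Read-out: nuclear-to-cytoplasmic GR-EGFP distribution per well. Times: induction 48 h, compound 1 h, agonist 30 min.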
# MT stabilize HCS = microtubule stabilizers in HeLa cells | HeLa tubulin immunostaining HCS, 24 h; share of cells brighter than vehicle mean+2SD | % tubulin-high responders, % at 10 µM | 0.83% of 200,000 active | AID 2205;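 active = plate Z-score above 3 for both tubulin-high and condensed-nucleus cell shares, with cell loss under 80%, at 10 µM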;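 also: anti alpha tubulin signal scored within the nucleus-defined area of each cell; some results filed as inactive read as strong as hits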
# Autophagy mod = autophagy modulation, high-content screen. 0.98% of 190,000 active. MEF GFP-LC3 puncta imaging; test concentration mostly 10 µM. calls only at 10 µM (by protocol);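 active = percentage of spot-positive cells more than 3 SD above its plate mean, without a fluorescence outlier flag or 80% toxicity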;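 also: spot-positive cell cutoff set from DMSO-treated cells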
# HIV peptide binding = inhibitors of HIV fusion peptide binding, primary screen, biochemical, uHTS, fluorescence dequenching (AID 1986) | 0.3% of 290,000 active | cell-free peptide binding, fluorescence dequenching, 30 min; higher % means a stronger effect | one-dose inhibition, % at 20 µM; IC50 in µM for titrated hits; in the data active = inhibition mostly above about 52%, no sharp cut-off; inactive = mostly below about 76%; also: some results filed as inactive read as strong as hits
# Insulin prom up = MIN6 insulin promoter up-regulation; MIN6 insulin promoter-GFP reporter, high-content imaging; active compounds read high; z-score at 5 µM; 0.3% of 190,000 active;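 active = z-score above 3 at 5 µM with at least 500 cells counted in the well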
# WT yeast gro inh = growth inhibition of WT yeast, mitochondrial fusion screen. mitochondrial fusion phenotypic screen, WT strain. inhibition, % at 10 µM. 2.1% of 190,000 active. AID 1362; in the data active = inhibition above about 58%; tested in S. cerevisiae
# AID2073 = inhibitors of Mint1-CaV2.2 protein interaction, biochemical, HTRF (AID 2073); HTRF protein-protein interaction, Mint1-CaV2.2; higher % means a stronger effect; inhibition, % at 20 µM; hits with a dose series show IC50 in µM; 0.19% of 290,000 active; in the data active = inhibition mostly above about 51%, no sharp cut-off; also: some results filed as inactive read as strong as hits
# Yfh1-off respiration = enhancers of respiration in Yfh1-depleted yeast, dose response, Friedreich's ataxia, plus single-dose screen (AID 1465) | S. cerevisiae Yfh1-off respiration, WST-1 reduction, 72 h; higher fold induction means a stronger effect | fold induction at 50 µM; hits with a dose series show EC50 in µM | 0.074% of 220,000 active;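 active = fold induction of absorbance versus untreated yeast above a set limit, then at least 30% activation at any dose in follow-up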;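 also: activators that raise dye reduction in frataxin-depleted yeast; strong numbers were not always called active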
# bCat nuc transl = beta-catenin nuclear translocation modulation | HeLa beta-catenin nuclear translocation, immunofluorescence imaging | nuclear translocation activity, % at 5 µM | 0.3% of 190,000 active | AID 1665;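 active = nuclear translocation activity above 50% at 5 µM, with a well cell count of 50 or more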;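 also: per-cell ratio of nuclear to cytoplasmic median beta-catenin stain intensity; plate controls were DMSO negative control for no effect and GSK-3 inhibitor IX positive control for full effect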
#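 assay system = human HeLa cells, endogenous beta-catenin | times = compound treatment 24 h, 37°C, 5% CO2 | detection = Anti-beta-catenin immunofluorescence on PFA-fixed, Triton-permeabilized cells, DAPI nuclei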
# WT yeast gro inh mutant strain = recorded beside WT yeast gro inh, whose call it bears; inhibition, %; mitochondrial fusion phenotypic screen, mutant strain inhibition
# Dynein cargo inh cytoplasmic EGFP = second read-out of Dynein cargo inh, no call of its own (marks repeat the call); z-score; measured here: cytoplasmic GR-EGFP intensity; active compounds read high
# Dynein cargo inh nuclear GR-EGFP = recorded beside Dynein cargo inh, whose call it bears; z-score; measured here: nuclear GR-EGFP intensity;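 lower value marks the stronger effect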
# Dynein cargo inh cell count = recorded beside Dynein cargo inh, whose call it bears; z-score; measured here: cell count per field
# Insulin prom up cell count = further read-out of Insulin prom up, marked with its call; cell count; measured here: cytotoxicity, nuclei count;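 total cells summed across four imaged fields per well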
# bCat nuc transl cell count 5 µM = recorded beside bCat nuc transl, whose call it bears; cell count; measured here: cell count, cytotoxicity flag
# MT stabilize HCS Hoechst-high % = further read-out of MT stabilize HCS, marked with its call; % Hoechst-high responders; measured here: nuclear condensation Hoechst responders;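 share of cells brighter than vehicle mean plus two SD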
# MT stabilize HCS cytotoxicity % = further read-out of MT stabilize HCS, marked with its call; toxicity, %; measured here: cytotoxicity by cell density;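 0% = mean cell density of plate MIN control wells and 100% = no cells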
# Autophagy mod cell loss 18 h = further read-out of Autophagy mod, marked with its call; toxicity, %; measured here: cell loss, nuclei count;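 cell loss after 18 h compound exposure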
# Starred values were filed as active, the others as inactive; i = inactive; / = not tested or not shown; + = active, no number; & = joins results of further samples.
SMILES,Dynein cargo inh,Dynein cargo inh cytoplasmic EGFP,Dynein cargo inh nuclear GR-EGFP,Dynein cargo inh cell count,MT stabilize HCS,MT stabilize HCS Hoechst-high %,MT stabilize HCS cytotoxicity %,Autophagy mod,Autophagy mod cell loss 18 h,HIV peptide binding,Insulin prom up,Insulin prom up cell count,WT yeast gro inh,WT yeast gro inh mutant strain,AID2073,Yfh1-off respiration,bCat nuc transl,bCat nuc transl cell count 5 µM
COC(=O)Nc1nc(C)c(C(=O)c2ccccc2)s1,-0.22,0.019,0.35,0.72,7.7,3.3,3.3,i,14,-0.9%,-0.31,849,-17,1,6%,i,56*,424*
O=C(Cn1cnc2c(nnn2Cc2ccc(F)cc2)c1=O)N1CCCc2ccccc21,0.18,-0.24,0.46,0.4,2.9,1.8,1.5,i,-2,2.2%,0.31,1263,-2,-5,-2%,i,0.3,1213
Cc1onc(-c2c(F)cccc2Cl)c1C(=O)N1CCCc2ccccc21,0.7,-0.22,0.52,-0.33,15,20,9.6,i,8,-1.7%,-0.2,1207,7,14,3%,i,-4.1,917
O=S(=O)(c1cccc2nonc12)N1CCCCCC1,-0.8,-0.33,-0.59,0.88,3.8,2.5,3.9,i,12,1.5%,-0.17,1512,10,17,9%,i,5.0,961
CCN1C(=O)C(CC(=O)NC)N(NC(=O)c2ccccc2)C1=S (stereo not drawn),0.82,-0.25,0.6,-0.38,3.0,1.6,8.4,i,3,-1.3%,0.85,1235,13,8,-10%,i,-2.7,507
O=C(CSc1nc2[nH]ncc2c(=O)[nH]1)NCc1ccccc1Cl,-0.29,-0.27,-0.38,0.63,5.0,3.2,3.0,i,-2,-0.6%,0.09,1193,6,3,-2%,i,1.0,912
CCCC(=O)N1CCN(c2ccc(NC(=O)c3ccc(Br)o3)cc2)CC1,-0.97,-0.27,-0.5,0.5,2.4,2.0,6.6,i,10,-1.4%,-0.04,1327,-11,6,-2%,i,-1.7,1088
Cc1ccc(N2CC(C(=O)OCC(=O)C(C)(C)C)CC2=O)cc1C (stereo not drawn),-0.86,0.049,-0.14,0.38,5.6,2.4,9.0,i,-17,6.5%,0.3,1050,-2,18,0%,i,-0.6,1185
Cn1cc(C(=O)Nc2ccc(Cl)cc2)c(C(F)(F)F)n1,-0.34,-0.36,-0.19,0.52,1.8,2.3,5.9,+,9.7*,1.5%,-0.15,1313,-10,-1,-2%,i,0.2,1522
CC(C)(C)NC(=O)CN(Cc1cccs1)C(=O)CCN1CCc2ccccc21,0.13,-0.21,0.083,-0.13,2.9,1.8,3.3,i,-39,-0.6%,0.19,1568,-4,3,-18%,i,-0.3,1477
COC(=O)c1sccc1NC(=O)C1C2C=CC(O2)C1C(=O)O (stereo not drawn),-0.12,0.12,-0.059,0.49,3.2,2.8,5.5,i,18,-1.3%,0.2,1283,10,9,-7%,i,/,/
Clc1ccc2c(c1)CCc1cccnc1C2=C1CCNCC1,4.6,0.39,2.7,-0.87,1.8,1.1,2.7,i,0,-1.0%&-3.0%,-1.5&-0.8,1067&860,0&19,14&15,14%&9%,i,-2.6,1133
N=c1sccn1CC(=O)Nc1cc(S(=O)(=O)N2CCCCC2)ccc1Cl,-0.23,-0.28,-0.11,0.83,/,/,/,/,/,-0.5%,-0.38,1412,/,/,3%,i,-1.7,1126
CC1CCC2(CC1)NC(CO)(CO)CO2 (stereo not drawn),-0.19,-0.2,-0.017,-0.57,1.8,1.4,6.1,i,-4,2.7%,/,/,6,8,-1%,i,-2.5,1116
Cc1ccc(NC(=O)c2cc(C(C)(C)C)nn2Cc2ccccc2)cc1,-0.37,-0.15,-0.4,0.63,/,/,/,/,/,0.5%,/,/,/,/,-5%,i,-1.8,1227
CC(C)C(c1nnnn1C1CCCCC1)N1CCOCC1 (stereo not drawn),0.056,-0.23,0.13,0.45,1.6,1.3,9.6,i,-6,0.7%,0.15,1209,-5,-5,0%,i,-4.3,946
O=C(c1cc(N2C(=O)C3C4CCC(C4)C3C2=O)ccc1Cl)N1CCCCCC1 (stereo not drawn),-0.26,-0.22,-0.45,0.19,1.6,2.7,7.8,i,2,0.2%,0.07,1149,-8,1,-14%,i,-2.8,1089
O=C(CSc1nnc(-c2cccnc2)n1Cc1ccco1)Nc1nc(-c2ccc(F)cc2)cs1,-0.44,-0.0077,-0.095,0.077,8.3,5.5,0.1,i,-8,5.8%,-0.6,1132,-4,-1,-4%,i,1.9,1441
Cc1cc(NC(=O)CCN2C(=O)/C(=C\c3ccccc3)SC2=S)no1,-0.71,-0.22,-0.56,0.19,/,/,/,/,/,0.6%,-0.26,1415,/,/,31%,i,0.6,1260
c1cc(C2OCCN2CC2COC3(CCCC3)O2)ccn1 (stereo not drawn),3.8,-0.077,0.97,-1.5,1.8,1.3,0.8,i,-1,2.2%,0.62,1318,5,-12,12%,i,-8.9,1155
COc1cc(SC)ccc1C(=O)NC1CCCCC1,-0.61,-0.2,-0.12,0.81,7.0,2.7,5.0,i,-2,-1.8%,1.6,1110,-16,-13,7%,i,/,/
COc1cccc(NC(=O)C(NCC(C)(C)CN(C)C)c2ccccc2)c1 (stereo not drawn),0.77,-0.25,0.86,0.29,1.5,0.6,2.1,i,-5,3.5%,0,1069,20,24,1%,/,-4.7,1232
CC(C)[C@@H](C(=O)OCC(=O)Nc1ccc2c(c1)OCO2)N1C(=O)c2ccccc2C1=O,-0.42,-0.03,-0.2,-0.051,3.6,2.1,7.5,i,-3,-2.0%,1.1,905,-11,31,-8%,i,-3.8,1217
COc1ccccc1C(=O)N1CCC(N2CCN(c3ccccc3)CC2)CC1,0.46,-0.15,0.19,-0.41,/,/,/,/,/,1.7%,-0.27,1106,/,/,-4%,i,1.4,1250
COc1cccc(C(=O)Nc2ccc(S(=O)(=O)Nc3nccc(C)n3)cc2)c1,-0.59,-0.29,-0.61,0.4,2.1,3.2,8.8,i,-7,-3.1%,0.32,1275,-14,-18,-1%,i,-0.4,545
c1nc(N2CCNCC2)c2sc3nc(N4CCOCC4)c4c(c3c2n1)CCC4,/,/,/,/,/,/,/,/,/,0.5%,-3.7,854,18,1,22%,/,-1.1,927

# Exported with each value named: entries from further up
CC(C)(C)NC(=O)CN(Cc1cccs1)C(=O)CCN1CCc2ccccc21
- Dynein cargo inh: 0.13
- Dynein cargo inh cytoplasmic EGFP: -0.21
- Dynein cargo inh nuclear GR-EGFP: 0.083
- Dynein cargo inh cell count: -0.13
- MT stabilize HCS: 2.9
- MT stabilize HCS Hoechst-high %: 1.8
- MT stabilize HCS cytotoxicity %: 3.3
- Autophagy mod: i
- Autophagy mod cell loss 18 h: -39
- HIV peptide binding: -0.6%
- Insulin prom up: 0.19
- Insulin prom up cell count: 1568
- WT yeast gro inh: -4
- WT yeast gro inh mutant strain: 3
- AID2073: -18%
- Yfh1-off respiration: i
- bCat nuc transl: -0.3
- bCat nuc transl cell count 5 µM: 1477
COC(=O)Nc1nc(C)c(C(=O)c2ccccc2)s1
- Dynein cargo inh: -0.22
- Dynein cargo inh cytoplasmic EGFP: 0.019
- Dynein cargo inh nuclear GR-EGFP: 0.35
- Dynein cargo inh cell count: 0.72
- MT stabilize HCS: 7.7
- MT stabilize HCS Hoechst-high %: 3.3
- MT stabilize HCS cytotoxicity %: 3.3
- Autophagy mod: i
- Autophagy mod cell loss 18 h: 14
- HIV peptide binding: -0.9%
- Insulin prom up: -0.31
- Insulin prom up cell count: 849
- WT yeast gro inh: -17
- WT yeast gro inh mutant strain: 1
- AID2073: 6%
- Yfh1-off respiration: i
- bCat nuc transl: 56*
- bCat nuc transl cell count 5 µM: 424*
c1nc(N2CCNCC2)c2sc3nc(N4CCOCC4)c4c(c3c2n1)CCC4
- Dynein cargo inh: /
- Dynein cargo inh cytoplasmic EGFP: /
- Dynein cargo inh nuclear GR-EGFP: /
- Dynein cargo inh cell count: /
- MT stabilize HCS: /
- MT stabilize HCS Hoechst-high %: /
- MT stabilize HCS cytotoxicity %: /
- Autophagy mod: /
- Autophagy mod cell loss 18 h: /
- HIV peptide binding: 0.5%
- Insulin prom up: -3.7
- Insulin prom up cell count: 854
- WT yeast gro inh: 18
- WT yeast gro inh mutant strain: 1
- AID2073: 22%
- Yfh1-off respiration: /
- bCat nuc transl: -1.1
- bCat nuc transl cell count 5 µM: 927
COC(=O)c1sccc1NC(=O)C1C2C=CC(O2)C1C(=O)O (stereo not drawn)
- Dynein cargo inh: -0.12
- Dynein cargo inh cytoplasmic EGFP: 0.12
- Dynein cargo inh nuclear GR-EGFP: -0.059
- Dynein cargo inh cell count: 0.49
- MT stabilize HCS: 3.2
- MT stabilize HCS Hoechst-high %: 2.8
- MT stabilize HCS cytotoxicity %: 5.5
- Autophagy mod: i
- Autophagy mod cell loss 18 h: 18
- HIV peptide binding: -1.3%
- Insulin prom up: 0.2
- Insulin prom up cell count: 1283
- WT yeast gro inh: 10
- WT yeast gro inh mutant strain: 9
- AID2073: -7%
- Yfh1-off respiration: i
- bCat nuc transl: /
- bCat nuc transl cell count 5 µM: /
